Compound activity as filed in PubChem.
Neddylation inh – inhibitors of human cullin neddylation; TR-FRET cullin neddylation, biochemical; calls only at 25 µM; 0.58% of 360,000 active; in the data active means inhibition above about 36%
FAS-TE inh – FAS thioesterase (human) inhibition. P49327. recombinant FAS-TE, OMFH fluorogenic substrate, fluorescence endpoint. inhibition, % at 15 µM. 0.67% of 360,000 active. AID 602261;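 active means compounds whose normalised, plate-corrected inhibition of enzyme fluorescence in the single-dose primary screen is 50% or more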;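 further: 0% = DMSO with enzyme and 100% = substrate without enzyme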
Target sequence (P49327 whole entry, looked up): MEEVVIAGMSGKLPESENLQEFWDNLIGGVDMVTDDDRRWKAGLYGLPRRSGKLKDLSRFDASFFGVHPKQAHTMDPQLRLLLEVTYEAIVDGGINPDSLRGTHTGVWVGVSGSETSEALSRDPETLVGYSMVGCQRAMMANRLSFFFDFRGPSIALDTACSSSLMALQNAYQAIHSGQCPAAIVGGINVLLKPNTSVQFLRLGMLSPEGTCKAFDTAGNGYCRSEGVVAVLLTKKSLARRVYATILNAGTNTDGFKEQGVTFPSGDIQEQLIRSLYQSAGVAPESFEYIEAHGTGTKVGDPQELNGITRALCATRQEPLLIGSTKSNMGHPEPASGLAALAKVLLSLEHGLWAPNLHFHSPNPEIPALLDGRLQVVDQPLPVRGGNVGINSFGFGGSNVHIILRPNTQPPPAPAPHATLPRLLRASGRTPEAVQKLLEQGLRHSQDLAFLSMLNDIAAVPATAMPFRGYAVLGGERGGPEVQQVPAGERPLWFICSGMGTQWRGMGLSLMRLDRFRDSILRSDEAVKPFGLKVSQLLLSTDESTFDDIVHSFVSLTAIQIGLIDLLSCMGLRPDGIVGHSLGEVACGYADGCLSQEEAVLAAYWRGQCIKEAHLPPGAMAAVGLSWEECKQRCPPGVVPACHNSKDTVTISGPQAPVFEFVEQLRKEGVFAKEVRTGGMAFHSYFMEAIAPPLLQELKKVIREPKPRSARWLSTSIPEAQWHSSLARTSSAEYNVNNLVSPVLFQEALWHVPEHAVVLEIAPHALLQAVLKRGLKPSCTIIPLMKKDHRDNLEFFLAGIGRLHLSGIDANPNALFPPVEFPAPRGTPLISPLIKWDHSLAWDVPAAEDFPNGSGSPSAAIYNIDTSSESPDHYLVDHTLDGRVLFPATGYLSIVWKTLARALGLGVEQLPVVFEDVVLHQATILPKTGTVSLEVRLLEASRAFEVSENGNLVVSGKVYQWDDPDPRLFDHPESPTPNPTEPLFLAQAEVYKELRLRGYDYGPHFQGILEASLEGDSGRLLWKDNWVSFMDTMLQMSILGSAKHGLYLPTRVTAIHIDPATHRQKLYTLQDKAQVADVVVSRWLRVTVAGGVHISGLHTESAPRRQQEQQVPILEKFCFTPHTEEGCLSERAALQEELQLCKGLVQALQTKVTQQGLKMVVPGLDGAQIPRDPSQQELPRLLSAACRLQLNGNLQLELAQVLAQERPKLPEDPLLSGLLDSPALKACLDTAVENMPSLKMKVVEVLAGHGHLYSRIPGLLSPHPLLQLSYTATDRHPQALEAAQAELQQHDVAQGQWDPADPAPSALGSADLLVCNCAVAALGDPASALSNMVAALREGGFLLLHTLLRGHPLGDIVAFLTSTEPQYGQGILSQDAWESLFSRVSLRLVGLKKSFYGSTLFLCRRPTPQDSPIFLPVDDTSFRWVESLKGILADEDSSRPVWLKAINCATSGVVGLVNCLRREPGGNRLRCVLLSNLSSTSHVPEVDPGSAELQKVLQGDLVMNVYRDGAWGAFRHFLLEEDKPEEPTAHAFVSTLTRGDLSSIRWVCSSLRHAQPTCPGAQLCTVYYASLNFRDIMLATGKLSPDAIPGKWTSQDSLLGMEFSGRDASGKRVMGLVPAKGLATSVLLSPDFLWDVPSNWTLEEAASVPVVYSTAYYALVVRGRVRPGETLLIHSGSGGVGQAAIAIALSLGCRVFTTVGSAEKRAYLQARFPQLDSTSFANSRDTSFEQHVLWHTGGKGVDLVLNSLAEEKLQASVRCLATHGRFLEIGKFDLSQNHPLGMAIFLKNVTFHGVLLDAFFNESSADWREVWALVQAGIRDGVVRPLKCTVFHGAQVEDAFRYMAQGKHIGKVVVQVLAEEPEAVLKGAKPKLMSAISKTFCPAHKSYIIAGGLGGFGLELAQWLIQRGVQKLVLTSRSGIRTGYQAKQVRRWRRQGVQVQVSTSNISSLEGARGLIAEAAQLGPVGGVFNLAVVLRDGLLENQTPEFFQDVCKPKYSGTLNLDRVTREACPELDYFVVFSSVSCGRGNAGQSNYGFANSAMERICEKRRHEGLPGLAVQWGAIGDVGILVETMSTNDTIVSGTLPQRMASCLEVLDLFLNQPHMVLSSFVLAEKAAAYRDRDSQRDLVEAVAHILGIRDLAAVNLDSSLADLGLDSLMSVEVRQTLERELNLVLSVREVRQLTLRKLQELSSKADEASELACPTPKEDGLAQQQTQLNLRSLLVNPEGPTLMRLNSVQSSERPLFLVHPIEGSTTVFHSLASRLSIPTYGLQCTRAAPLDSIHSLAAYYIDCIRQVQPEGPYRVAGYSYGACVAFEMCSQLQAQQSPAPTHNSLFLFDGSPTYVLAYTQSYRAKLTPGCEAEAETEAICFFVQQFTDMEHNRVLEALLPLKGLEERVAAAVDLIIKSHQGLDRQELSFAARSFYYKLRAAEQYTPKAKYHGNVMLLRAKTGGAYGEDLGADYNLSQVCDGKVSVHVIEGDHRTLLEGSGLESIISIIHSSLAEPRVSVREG
MsrA inh – inhibitors of bovine MsrA | AID 651718 | 0.75% of 360,000 active | inhibition, % at 15.5 µM | purified bovine MsrA, absorbance read-out; in the data active means inhibition above about 4.5%;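 further: 0% = vehicle wells with enzyme and 100% = reference inhibitor wells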
Rin1 Abl inh – inhibitors of human Rin1-Abl protein interaction | inhibition, % at 7.35 µM | 0.4% of 360,000 active | TR-FRET Rin1/Abl binding, biochemical; in the data active means inhibition above about 5%, passing the limit was not always enough
MsrA act – bovine methionine sulfoxide reductase A activation. 0.3% of 360,000 active. activation, % at 10.6 µM. AID 602163. purified bovine MsrA, absorbance read-out; in the data active means activation above about 7.5%;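 further: 0% = vehicle and 100% = reference activator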
TbMetRS inhib – blocks T. brucei methionyl-tRNA synthetase activity; purified T. brucei MetRS, ATP depletion, Kinase-Glo luminescence; inhibition, % at 11.9 µM; 0.4% of 360,000 active; AID 624268;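 active means inhibition above a per-plate cutoff of the control wells' mean inhibition plus 3 SD, cut at about 5.5% in these data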;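 further: 0% = DMSO wells median and 100% = median of wells with control inhibitor compound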
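Test system – parasite MetRS enzyme · Reagent – substrates ATP, L-methionine and bulk Escherichia coli tRNA · Doses – 11.9 µM compound single dose, 0.9% DMSO · Times – 15 min enzyme-compound preincubation, 2 h reaction, 10 min detection, 25 °C · Signal – Kinase-Glo luminescence, ATP depletion format · Controls – DMSO-only wells as low control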
CSN inh – CSN deneddylation inhibition. Q92905. Purified CSN, SCF-Nedd8-OG deneddylation, fluorescence polarization. inhibition, % at 12.5 µM. 0.38% of 360,000 active;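 active means pattern-corrected inhibition above about 35%, with an unprinted fluorescence ratio check between 0.5 and 1.5, limit read from the data, passing the limit was not always enough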;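 further: 0% = enzyme with substrate and 100% = substrate without enzyme; some results filed as inactive read as strong as hits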
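Assay system: HEK293T-derived human Csn5 enzyme; quantity: 0.24 nM enzyme; medium: Tris/NaCl/DTT buffer, pH 7.5; also added: substrate SCFSkp2-Nedd8OG, 10 nM; doses: 12.5 µM compound; schedule: 90 min reaction at room temperature; signal: FP; read-out: % inhibition of substrate cleavage by Csn5; benchmarks: substrate-only high control, full reaction low control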
eLon inh – E. coli protease La inhibition | purified E. coli Lon protease, fluorescence polarization | inhibition, % at 7.94 µM | 0.42% of 360,000 active; in the data active means inhibition above about 13%, passing the limit was not always enough;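 further: 0% = enzyme with probe and DMSO and 100% = no enzyme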
PABP1 MLLE inh – inhibitors of microRNA-mediated deadenylation, human PABP1 MLLE binding | P11940 | GST-MLLE / FITC-PAM2 fluorescence polarization | inhibition, % at 20 µM | 0.36% of 360,000 active | AID 588489; in the data active means inhibition above about 35%, passing the limit was not always enough;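 further: plate controls were DMSO wells with GST-MLLE for no effect and wells lacking GST-MLLE protein for full effect; some results filed as inactive read as strong as hits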
Numbers without * were called inactive; i = inactive; . = no result given; + = active, no number. Rows were taken by chance. Share with any hit: about 4%.

SMILES	Neddylation inh	FAS-TE inh	MsrA inh	Rin1 Abl inh	MsrA act	TbMetRS inhib	CSN inh	eLon inh	PABP1 MLLE inh
COc1cccc(-c2cccc3c2NC(=O)C3(C)Cc2ccccc2F)c1 (stereo not drawn)	i	8	2.0	1	-5	-0.3	3	-10	1
COC(=O)c1c(NC(C)=O)sc2c1CCN(Cc1ccccc1)C2	i	-3	0.4	-3	-1	-0.1	5	0	-2
Cc1nc2c(OCc3cccc(Cl)c3)cccn2c1N(C)CC1CC1	i	17	.	-1	1	-0.1	3	-4	7
CC(=O)c1cccc(S(=O)(=O)N2CCC(C(=O)N(C)Cc3ccc(Cl)s3)CC2)c1	i	11	0.5	1	-1	0.1	2	-5	-2
O=C(CSc1cn(CCNC(=O)c2ccccc2F)c2ccccc12)NCC1CCCO1 (stereo not drawn)	i	-4	-0.8	3	-4	-0.2	-2	-11	8
Cc1sc2ncnc(N3CCC(C(=O)Oc4cccc(Cl)c4Cl)CC3)c2c1C	i	30	-1.3	2	-3	0.5	-2	8	-10
CSc1ccc(C2NC(=O)CCC2[N+](=O)[O-])cc1 (stereo not drawn)	i	-6	-0.1	6	-3	-0.6	8	-19	1
O=C1C2CCCN2C(=O)N1CCN1CCN(CCO)CC1 (stereo not drawn)	i	-12	0.8	-1	-4	-0.8	1	-2	-3
O=C(Nc1ccc2c(c1)OCO2)c1cc(C2CCCCN2C(=O)OCCF)on1 (stereo not drawn)	i	2	-0.4	-1	-2	-0.2	-2	-12	-1
Cc1ccc(S(=O)(=O)Nc2ccc(C(=O)OCC(=O)N(CCC#N)c3ccccc3)cc2)cc1C	i	11	-0.5	-3	-3	-0.3	-1	-5	-11
COc1ccc(C2=NOC3(CC(=O)N(c4ccc(F)cc4)C3=O)C2)c(OC)c1 (stereo not drawn)	i	-2	1.4	-3	-11	-0.9	5	-17	-2
CCc1cc2cc(C(=O)N3CCN(Cc4ccccc4)CC3)sc2s1	i	17	-0.3	2	0	-1.1	3	-12	1
Cc1cc(NC(=O)/C=C/C(=O)N(CC(=O)NC2CCCC2)c2cccc3ccccc23)no1	i	-4	0.0	-3	0	0.0	-8	0	7
Cc1cccc(C)c1NC(=O)CN(C)C(=O)C1CC1C (stereo not drawn)	i	-8	-0.6	3	-1	-0.4	1	-1	11
O=C(/C=C/[C@H]1O[C@@H](n2cnc3c(NC(=O)c4ccccc4)ncnc32)[C@H](O)[C@@H]1O)NCC(c1ccccc1)c1ccccc1	i	-5	-0.9	2	1	0.3	2	-5	11
Cc1nn2c(NCc3cccnc3)c3c(nc2c1-c1ccccc1)CCC3	.	16	0.0	0	-1	0.3	109	3	7
COc1cc(/C=C/c2ccc3c([N+](=O)[O-])cccc3n2)ccc1OCC(=O)O	i	1	0.4	-3	-2	-0.4	2	-1	11
COc1ccc(S(=O)(=O)N2CCC(C(=O)Oc3ccc(C)cc3)CC2)cc1OC	i	18	-1.9	1	0	-0.5	-2	4	-5
CCC1CCCCN1C(=O)COC(=O)c1cncc(Br)c1 (stereo not drawn)	i	-5	-0.6	0	-2	-0.3	-9	-7	-1
COc1ccc(OC)c(NC(=O)CSc2nc(N)c(-c3ccccc3)c(=O)[nH]2)c1	i	-2	0.0	-2	-3	-0.3	1	-10	4
CCC(=O)Nc1cccc(C2=NOC3(C2)C[C@@H](C(N)=O)N(C(=O)CC)C3)c1 (stereo partly drawn)	i	-13	1.7	3	-7	-0.4	3	-8	1
O=C(c1cc2cc(Cl)ccc2[nH]1)N1CCCCC1	i	7	-0.4	3	-11	-2.7	3	7	-5
O=C(c1ccc(F)cc1)N1C2CCC1CC(O)(c1ccc(F)cc1)C2 (stereo not drawn)	i	-2	0.4	0	-1	-0.2	11	8	-16
CCOC(=O)N1CCN(S(=O)(=O)c2ccc(C(=O)Nc3nnc(CSC)o3)cc2)CC1	i	-21	-0.6	1	-2	0.0	-2	3	8
COc1cc2oc(=O)cc(C)c2c(OC)c1OC	i	-8	-0.3	-1	-11	-0.5	2	6	-7

Part of the list above, reformatted:
Sequence of screens – Neddylation inh	FAS-TE inh	MsrA inh	Rin1 Abl inh	MsrA act	TbMetRS inhib	CSN inh	eLon inh	PABP1 MLLE inh
O=C(c1cc2cc(Cl)ccc2[nH]1)N1CCCCC1
 : i	7	-0.4	3	-11	-2.7	3	7	-5
O=C(c1ccc(F)cc1)N1C2CCC1CC(O)(c1ccc(F)cc1)C2 (stereo not drawn)
 : i	-2	0.4	0	-1	-0.2	11	8	-16
CCOC(=O)N1CCN(S(=O)(=O)c2ccc(C(=O)Nc3nnc(CSC)o3)cc2)CC1
 : i	-21	-0.6	1	-2	0.0	-2	3	8

The main list resumes, repeating the 2 entries before the break.
SMILES	Neddylation inh	FAS-TE inh	MsrA inh	Rin1 Abl inh	MsrA act	TbMetRS inhib	CSN inh	eLon inh	PABP1 MLLE inh
CCOC(=O)N1CCN(S(=O)(=O)c2ccc(C(=O)Nc3nnc(CSC)o3)cc2)CC1	i	-21	-0.6	1	-2	0.0	-2	3	8
COc1cc2oc(=O)cc(C)c2c(OC)c1OC	i	-8	-0.3	-1	-11	-0.5	2	6	-7
COc1cc(/C=N/Nc2nc3ccccc3[nH]c2=O)ccc1O	i	-8	0.7	2	-5	-0.6	5	-30	7
COc1cccc2sc(N(CCCN(C)C)C(=O)COc3ccc(Cl)cc3)nc12	i	8	-0.2	0	0	0.0	1	6	2
CC(C)(C)OC(=O)N1CCC[C@H]1c1nnc(SC/C=C/c2ccccc2)o1	i	-4	0.2	1	-1	-0.8	-3	-3	-25
COCCSc1nc2c(c(=O)[nH]c(=O)n2C)n1CCCc1ccccc1	i	-1	-0.3	2	-6	-0.9	1	1	30
CCc1nnc(NS(=O)(=O)c2ccc(N/C=C\C(=O)c3ccc(C)cc3)cc2)s1	i	1	3.2	4	-4	-0.8	-3	-11	-9
CCCC(=O)Nc1ccc(NC(=O)c2cccc(OC)c2)cn1	i	-6	-1.6	2	-13	-1.5	4	2	5
Cc1cc(NC(=O)CCC(=O)N(Cc2ccco2)C(C(=O)NC2CCCCC2)c2ccccc2)no1 (stereo not drawn)	i	2	2.9	0	4	-0.6	-2	9	20
N#Cc1c2n(c3c(=O)n(CC(=O)c4ccc([N+](=O)[O-])cc4)cnc13)CCCCC2	i	7	-0.4	2	-10	-0.1	-6	16	7
N#Cc1ccc(C(=O)OCC(=O)NC2CCCC2)cc1	i	-5	0.7	-1	-11	-2.2	4	-2	6
CCOP(=O)(OCC)c1nc(-c2cccc3ccccc23)oc1NCc1ccc(OC)cc1	.	19	0.1	1	-1	-0.5	8	4	0
O=C(Nc1ccc2oc(=O)ccc2c1)c1cccnc1	i	-3	2.5	2	-4	-0.3	2	1	-8
O=C(Nc1nccs1)c1ccc(COc2c(F)c(F)cc(F)c2F)o1	i	2	0.3	-3	-4	-0.1	2	-2	-6
CSc1nsc(SC)c1C(=O)NC(=O)Nc1cccnc1	i	-1	-0.3	-3	-6	-0.2	3	3	3
Cc1nnc(SCC(=O)NC(C)(C)C)n1NCc1ccc(N(C)C)cc1	i	0	1.9	-1	0	-0.4	2	0	-2
Cc1cccc(C(=O)OC(C)C(=O)Nc2ccc(S(=O)(=O)N3CCCC3)cc2)c1O (stereo not drawn)	i	22	1.3	-1	-6	-0.4	-2	6	-25
COCCn1c(=NC(=O)CSCC(=O)NC2CCCCC2)sc2cc(OC)ccc21	i	0	1.4	2	-10	-0.8	3	-4	13
O=C(CO/N=C/c1ccc(Cl)cc1Cl)NNC(=O)c1ccc(Cl)cc1Cl	i	3	-0.4	-1	-7	-0.7	-2	4	12
CCN(CC)C(=O)Cn1cc(C(=O)C(=O)NCc2cccnc2)c2ccccc21	i	-5	1.6	3	1	-0.4	-5	-7	8
CCCC(C(=O)Nc1ccc2c(C)cc(=O)oc2c1)c1ccccc1 (stereo not drawn)	+	10	-1.6	-1	-3	-0.5	-6	0	2
COc1ccccc1NC(=O)Cn1ccn(-c2cccc3ccccc23)c(=O)c1=O	i	-6	1.0	-2	-2	-0.4	3	9	1
COc1ccc(C(=O)c2ccc(N3CCN(C4CC(=O)NC4=O)CC3)cc2)cc1F (stereo not drawn)	i	-4	3.8	-1	-5	-0.3	-1	-2	10
COc1cccc(CNC(=O)CSC(=S)N2CCCC2)c1	i	-3	-0.2	2	-11	-0.6	-5	2	29
COc1cccc(CNC(=O)C2Cc3ccccc3CN2C(C)=O)c1 (stereo not drawn)	i	-3	0.3	-3	0	-1.0	-2	3	-4
COc1ccc(C2(NC(C)=O)CCN(C(=O)CCC(=O)O)CC2)cc1	i	-3	2.8	2	-2	0.1	2	3	5
COC(=O)c1sc(N)c(C(=O)OC)c1COC(=O)C1CC(=O)N(Cc2ccco2)C1 (stereo not drawn)	i	-2	0.9	-4	-1	-0.3	11	4	-6

Other results follow:
SMILES	Neddylation inh	FAS-TE inh	MsrA inh	Rin1 Abl inh	MsrA act	TbMetRS inhib	CSN inh	eLon inh	PABP1 MLLE inh
CCCn1c(SCC(=O)NC2CCCCC2)nnc1-c1ccccn1	i	2	-0.2	1	-1	-0.1	-1	1	19
CCN(CC(=O)Nc1ccc2c(c1)CCC2)Cc1nc2ccccc2c(=O)[nH]1	i	-6	0.8	1	-6	-0.1	4	-5	-21
Cc1ccc(C2(c3ccccc3)NC(=O)N(CC(=O)NCc3ccccc3)C2=O)cc1C (stereo not drawn)	i	20	0.2	0	-1	-0.1	-1	4	-23
Cc1cnc(C(=O)OCC(=O)c2ccc(F)cc2)cn1	i	-5	0.6	3	-3	0.0	-1	14	7
CCN1CCN(C(=O)c2cc3nc(-c4ccccc4)cc(C(F)(F)F)n3n2)CC1	i	-8	2.1	2	-5	-0.5	0	-5	-10
O=C(c1nn2c(C(F)(F)F)cc(-c3ccccc3)nc2c1Cl)N1CCOCC1	i	4	0.0	-2	2	-0.3	2	-1	1
COc1ccc(S(=O)(=O)NNC(=O)C23CC4CC(CC(C4)C2)C3)cc1[N+](=O)[O-]	i	6	1.8	6	-6	-0.5	3	-6	17
Cc1cn([C@H]2C[C@H](O)[C@@H](CNC=O)O2)c(=O)[nH]c1=O	i	-4	1.0	2	-8	-0.5	-2	-11	4
CN1C(=O)C(=O)/C(=C(/O)c2ccccc2)C1c1ccccc1 (stereo not drawn)	i	-4	1.7	-3	-15	-0.7	2	4	5
COCCn1nnnc1SCC(=O)N1CCCCC1	i	1	-0.6	2	-2	-0.3	8	1	27

A second format for part of the listing above:
SMILES,Neddylation inh,FAS-TE inh,MsrA inh,Rin1 Abl inh,MsrA act,TbMetRS inhib,CSN inh,eLon inh,PABP1 MLLE inh
Cc1ccc(C2(c3ccccc3)NC(=O)N(CC(=O)NCc3ccccc3)C2=O)cc1C (stereo not drawn),i,20,0.2,0,-1,-0.1,-1,4,-23
Cc1cnc(C(=O)OCC(=O)c2ccc(F)cc2)cn1,i,-5,0.6,3,-3,0.0,-1,14,7
CCN1CCN(C(=O)c2cc3nc(-c4ccccc4)cc(C(F)(F)F)n3n2)CC1,i,-8,2.1,2,-5,-0.5,0,-5,-10
O=C(c1nn2c(C(F)(F)F)cc(-c3ccccc3)nc2c1Cl)N1CCOCC1,i,4,0.0,-2,2,-0.3,2,-1,1
COc1ccc(S(=O)(=O)NNC(=O)C23CC4CC(CC(C4)C2)C3)cc1[N+](=O)[O-],i,6,1.8,6,-6,-0.5,3,-6,17
Cc1cn([C@H]2C[C@H](O)[C@@H](CNC=O)O2)c(=O)[nH]c1=O,i,-4,1.0,2,-8,-0.5,-2,-11,4
CN1C(=O)C(=O)/C(=C(/O)c2ccccc2)C1c1ccccc1 (stereo not drawn),i,-4,1.7,-3,-15,-0.7,2,4,5
